# TR SRC2 fluor cs: counter-screen for TRb-SRC2 inhibitors: fluorescence interference | TRb/SRC2 Texas Red total fluorescence interference | Potency, µM (series often up to 106 µM), inactives show top-dose fluorescence change, negative = quenching | actives 0.29% (n = 280,000) | AID 1479; active = well fitted curve in either direction with a large enough effect; inconclusive = small, poorly fitted or top-dose-only effect
#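 Human TRβ ligand-binding domain (0.6 uM) and Texas Red SRC2 peptide (20 nM) in Tris buffer with 1 uM T3 and 5% DMSO were incubated with pinned compound for 5 hr at ambient temperature. Total fluorescence was computed as S + 2P (555/632 nm).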
# RGS12 GoLoco inh: inhibitors of human Gai1-RGS12 GoLoco interaction (red fluorophore); P63096; Gai1:RGS12 GoLoco peptide FP, rhodamine, 10 min; Potency, µM (titrated, usually from 61.6 µM), for the others: top-dose activity, negative = inhibition, actives largely listed as inhibitors; actives 0.44% (n = 230,000); active = well fitted inhibition curve with a large enough effect, not every such curve was filed as active; inactive = no such curve, though single readings can be large or run the other way; also: nearly all actives have a fitted effect of over 30% in size; many of its hits are not listed in these tables
# JMJD2E inh: JMJD2E (human) inhibition; JMJD2E catalytic domain, FDH-coupled NADH fluorescence (FDH is formaldehyde dehydrogenase); Potency, µM (titrated, usually from 57.1 µM), for the others: at the top dose activity change, negative = inhibition, usual class: inhibitors; actives 1.6% (n = 230,000); active = well fitted inhibition curve with a large enough effect, not every such curve was filed as active; inconclusive = small, poorly fitted or top-dose-only effect, or another doubt; inactive = no such curve, though single readings can be large or run the other way;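 also: 0% = wells with enzyme and -100% = buffer wells without enzyme; nearly all actives have a fitted effect of over 50% in size; many of its hits are not listed in these tables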
# Target sequence (B2RXH2 1-337 limits assumed): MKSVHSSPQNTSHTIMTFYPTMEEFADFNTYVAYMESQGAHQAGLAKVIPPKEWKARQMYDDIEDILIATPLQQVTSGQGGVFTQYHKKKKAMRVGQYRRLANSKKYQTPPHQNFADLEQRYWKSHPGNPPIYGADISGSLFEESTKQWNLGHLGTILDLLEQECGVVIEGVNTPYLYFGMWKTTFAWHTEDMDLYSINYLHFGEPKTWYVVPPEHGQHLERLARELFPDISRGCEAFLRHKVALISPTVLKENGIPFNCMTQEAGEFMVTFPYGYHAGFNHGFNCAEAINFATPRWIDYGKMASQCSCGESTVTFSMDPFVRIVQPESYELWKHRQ
# L3MBTL1 inh: inhibitors of human L3MBTL1; Q9Y468; AlphaScreen L3MBTL1–H3K9me1 peptide binding; Potency, µM (series often up to 57.1 µM), inactives show at the highest dose activity, negative = inhibition, usual class: inhibitors; actives 0.66% (n = 230,000); AID 485360; also: nearly all actives have a fitted effect of over 60% in size
#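 L3MBTL1 (50 nM) pre-complexed 30 min with biotinylated H3(1-15)K9me1 peptide (75 nM), then compounds added for 30 min at room temperature; AlphaScreen streptavidin donor/nickel chelate acceptor beads (10 ug/mL final) read after 30 min dark incubation.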
# Tau fibril ThT: tau fibrillization inhibition (ThT binding) | P10636 | recombinant tau K18 P301L, heparin-induced fibrillization, ThT fluorescence | Potency, µM (highest dose often 57.4 µM), for inactives: at the highest dose activity, negative = inhibition, actives largely listed as inhibitors | actives 2.1% (n = 270,000); also: nearly all actives have a fitted effect of over 55% in size
# Target sequence (P10636 561-689 P618L limits assumed): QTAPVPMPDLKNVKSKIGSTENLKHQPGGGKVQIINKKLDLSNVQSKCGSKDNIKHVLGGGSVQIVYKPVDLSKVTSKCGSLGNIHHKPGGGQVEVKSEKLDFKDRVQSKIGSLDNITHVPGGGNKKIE
#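 K18 P301L tau (15 uM + 0.24 uM Alexa 594-tagged), heparin 20 uM, NaOAc pH 7, 6 h 37 C; ThT 30 uM, 1 h RT, ex 450/em 510 nm.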
# TRb-SRC2 inh: inhibitors of human thyroid hormone receptor beta-SRC2 interaction | TRbeta-SRC2 peptide binding, fluorescence polarization; receptor liganded with 1 µM T3 | actives 0.065% (n = 280,000) | AID 1469 | P10828 | Potency, µM (titrated, usually from 106 µM), inactives show at the highest dose activity change, negative = inhibition, most hits filed as inhibitors;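 also: plate controls were bound peptide for no effect and peptide without receptor for full effect; nearly all actives have a fitted effect of over 50% in size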
# Target sequence (P10828 whole entry, looked up): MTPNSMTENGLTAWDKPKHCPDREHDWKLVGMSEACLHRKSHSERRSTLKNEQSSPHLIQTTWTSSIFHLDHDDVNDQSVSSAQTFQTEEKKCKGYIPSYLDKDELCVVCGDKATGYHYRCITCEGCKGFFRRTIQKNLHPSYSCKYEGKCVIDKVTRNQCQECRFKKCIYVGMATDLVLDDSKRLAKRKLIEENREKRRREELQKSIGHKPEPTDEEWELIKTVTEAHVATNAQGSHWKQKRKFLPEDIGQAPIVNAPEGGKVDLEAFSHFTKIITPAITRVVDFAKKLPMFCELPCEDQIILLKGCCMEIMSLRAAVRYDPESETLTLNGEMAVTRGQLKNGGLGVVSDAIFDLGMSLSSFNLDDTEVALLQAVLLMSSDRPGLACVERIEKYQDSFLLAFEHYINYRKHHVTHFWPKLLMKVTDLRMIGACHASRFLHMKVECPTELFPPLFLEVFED
#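 Each compound concentration gave % activity, normalized to unbound and bound Texas Red SRC2 controls, from polarization read after 5 hr ambient incubation with T3-loaded human TRb LBD.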
# RECQ1 helicase: RECQ1 (human) helicase inhibition; RECQ1 DNA unwinding, red fluorescence kinetic read; actives 0.54% (n = 240,000); Potency, µM (doses to about 57.3 µM), for inactives: at the top dose activity, negative = inhibition, actives largely listed as inhibitors; P46063;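 also: plate controls were vehicle for no effect and no enzyme for full effect; nearly all actives have a fitted effect of over 30% in size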
#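 RECQ1T1 50 nM; forked duplex (20 bp + 30-nt ss tails) 200 nM, ATP 2 mM final; pH 8.0, 2 mM MgCl2, 2.5 ug/ml poly(dI-dC); 15 min compound preincubation; discontinuous kinetic read over 2 h at RT.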
# Tau FP inhib: inhibitors of human tau fibril formation. K18 P301L tau heparin fibrillization, Alexa594 FP, 6 h. Potency, µM (highest dose often 57.7 µM), without a hit: at the top dose activity, negative = inhibition, usual class: inhibitors. actives 0.39% (n = 280,000); also: nearly all actives have a fitted effect of over 55% in size
#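 Heparin (20 uM) drove fibril formation of recombinant tau K18 P301L, 15 uM unlabeled with 0.24 uM Alexa 594 label, for 6 hr at 37 C in 100 mM sodium acetate pH 7. Fluorescence polarization (555/632 nm) read 1 hr after 30 uM ThT.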
# * hit, by the source's call; i = inactive; ? = inconclusive; · = no result given; [ ] = another dose, or the depositor's remark. Unless noted, calls follow the shape of the dose curve; as a rule, active = well fitted curve in the direction sought with a large enough effect; inconclusive = small, poorly fitted or top-dose-only effect, or another doubt; inactive = no such curve, though single readings can be large; an effect the other way counts as inactive or inconclusive. Unless noted, % is scaled to controls: 0 for no effect and ±100 for the full control effect; potency is read from the fitted curve at half-maximal effect. An excerpt; rates above refer to the full screens.
(1) CCC(C)[C@H](NC(=O)NCc1ccccc1Cl)C(=O)O (stereo not given in full)
(2) Cc1c(C(=O)OCC(=O)Nc2c(C)n(C)n(-c3ccccc3)c2=O)cccc1[N+](=O)[O-]
(3) O=C(CCC(=O)OCCCC(F)(F)C(F)(F)F)Nc1ccccc1
(4) Cc1ccc(C(C)C)c(OCCCn2c(=O)oc3ccc(C)cc32)c1
(5) Cc1cccc(Cn2c(O)c(N=NC(=S)Nc3ccccc3F)c3ccccc32)c1

entry no.	1	2	3	4	5
TR SRC2 fluor cs	-1%	-3%	2%	-9%	-5%
RGS12 GoLoco inh	6%	11%	-9%	·	4%
JMJD2E inh	0%	1%	4%	·	0%
L3MBTL1 inh	·	-3%	2%	·	·
Tau fibril ThT	-5%	-6%	-3%	-13%	-18%
TRb-SRC2 inh	4%	-6%	6%	3%	-4%
RECQ1 helicase	i	i	5%	·	-1%
Tau FP inhib	-2%	-7%	-4%	2%	4%

(6) Cc1cc(NS(=O)(=O)c2ccc(NC(=O)c3ccoc3C)cc2)nc(C)n1
(7) COc1ccc(-c2nc(-c3ccccc3)nc(Cl)c2C#N)cc1
(8) Cc1ccc(C(=O)NN2C(=O)C3C4C=CC(C4)[C@@H]3C2=O)cc1 (stereo not given in full)
(9) Cc1cccc(NC(=O)C2CCCN(c3nc4ccccc4s3)C2)c1C (stereo not given)
(10) O=C(NCCCN1CCC(Cc2ccccc2)CC1)C1CCC(=O)N1C1CCCC1 (stereo not given)

entry no.	6	7	8	9	10
TR SRC2 fluor cs	0%	0%	-2%	-1%	4%
RGS12 GoLoco inh	11%	-8%	5%	·	132%[activator]
JMJD2E inh	-2%	-26%	5%	·	-5%
L3MBTL1 inh	-10%	13%	·	·	-4%
Tau fibril ThT	-13%	-6%	·	1%	-7%
TRb-SRC2 inh	-1%	-8%	3%	-3%	5%
RECQ1 helicase	-3%	11%	-15%	·	-1%
Tau FP inhib	-2%	-3%	10%	-1%	1%

(11) CC(O)CSc1nc2c(c(=O)n(C)c(=O)n2C)n1CCCc1ccccc1 (stereo not given)
(12) CCOC(=O)c1ccc(N2C(=O)CC(N3CCN(Cc4ccccc4)CC3)C2=O)cc1 (stereo not given)
(13) CC(=O)OC1COC(N2CCc3cc(Br)c([N+](=O)[O-])cc32)C(OC(C)=O)C1OC(C)=O (stereo not given)
(14) COc1cccc(N/C(SCc2ccccc2Cl)=C(/C#N)C(=O)NCc2cccs2)c1
(15) Cc1c(-c2ccccc2)n(-c2ccccc2O)c2nc3c(c(=O)n(C)c(=O)n3C)n12

entry no.	11	12	13	14	15
TR SRC2 fluor cs	0%	-2%	0%	-5%	-1%
RGS12 GoLoco inh	-15%	-16%	-2%	5%	·
JMJD2E inh	-4%	2%	-1%	-2%	·
L3MBTL1 inh	·	3%	·	-8%	·
Tau fibril ThT	14%	2%	-23%	2%	-13%
TRb-SRC2 inh	4%	-2%	8%	-7%	2%
RECQ1 helicase	-12%	-5%	-5%	-3%	·
Tau FP inhib	-2%	4%	-1%	-14%	-10%

(16) CC[C@@H]1CC=C[C@H]2[C@H]1C(=O)N(Cc1ccccc1)[C@H]2c1cc(C)ccc1F
(17) CCOc1ccc(-n2nc3ccc(NC(=O)COc4ccccc4C)cc3n2)cc1
(18) CCOc1ccccc1NC(=O)Cc1c(F)cccc1Cl
(19) COc1ccc(C(=O)Nc2cccc(NC(C)=O)c2)cc1OC
(20) Cn1c(C(=O)O)cc2cc(F)ccc21

entry no.	16	17	18	19	20
TR SRC2 fluor cs	-1%	?	-1%	-4%	2%
RGS12 GoLoco inh	0%	·	-1%	5%	5%
JMJD2E inh	-2%	·	-7%	3%	?
L3MBTL1 inh	·	·	16%	4%	·
Tau fibril ThT	-3%	?	2%	-12%	-3%
TRb-SRC2 inh	-3%	2%	-9%	2%	2%
RECQ1 helicase	i	·	-1%	3%	-13%
Tau FP inhib	-10%	-5%	-4%	-3%	1%

# Reprinted from the part before: two entries, then new ones.
(19) COc1ccc(C(=O)Nc2cccc(NC(C)=O)c2)cc1OC
(20) Cn1c(C(=O)O)cc2cc(F)ccc21
(21) Cc1nn(-c2ccccc2)c2nc(N)c(C#N)c(-c3ccc(F)cc3)c12
(22) Cc1cc(OCC(=O)N2CCCCCC2)ccc1[N+](=O)[O-]
(23) CC(=O)N[C@@H](CSC(=O)[C@]1([C@@H](O)C(C)C)NC(=O)[C@H](C)[C@@H]1O)C(=O)O
(24) CCc1cccc(NC(c2ccccc2)c2nnc(-c3ccccc3F)o2)c1 (stereo not given)
(25) COc1cccc(NC(=O)N(Cc2c[nH]c3ccccc23)C2CCCCCC2)c1

entry no.	19	20	21	22	23	24	25
TR SRC2 fluor cs	-4%	2%	-2%	-7%	-35%[11.2 µM]	-3%	-2%
RGS12 GoLoco inh	5%	5%	59%[activator]	0%	17%[14.2 µM]	·	·
JMJD2E inh	3%	?	?	-7%	·	·	·
L3MBTL1 inh	4%	·	39%[activator]	11%	·	·	·
Tau fibril ThT	-12%	-3%	6%	1%	-16%[11.5 µM]	-11%	-12%
TRb-SRC2 inh	2%	2%	13%	-5%	2%[11.2 µM]	2%	4%
RECQ1 helicase	3%	-13%	-8%	-8%	i[11.5 µM]	·	·
Tau FP inhib	-3%	1%	?	7%	0%[11.6 µM]	4%	-17%

(26) CCOC(=O)C1CCN(CCC(=O)Nc2cccc(Cl)c2C)CC1
(27) CCOc1cc(CNCCO)cc(Br)c1OCc1ccccc1
(28) O=C(NCc1cccs1)C(Cc1ccccc1)n1cccc1 (stereo not given)
(29) Clc1ccc2nc(CSc3nc4ccccc4o3)cn2c1
(30) COC(=O)Nc1ccc(SCC(=O)c2ccccc2)cc1

entry no.	26	27	28	29	30
TR SRC2 fluor cs	0%	2%	-5%	-1%	0%
RGS12 GoLoco inh	-7%	8%	-6%	-1%	4%
JMJD2E inh	11%	-1%	-5%	?	20%
L3MBTL1 inh	2%	2%[11.4 µM]	-4%	4%	·
Tau fibril ThT	-8%	-1%	-11%	?	?
TRb-SRC2 inh	3%	4%	-3%	-17%	-2%
RECQ1 helicase	-6%	-9%	-14%	-4%	-4%
Tau FP inhib	?	4%	-3%	-2%	-7%

(31) O=S(=O)(NCCc1cn2ccsc2n1)c1ccc(Cl)cc1
(32) CC1=CS(=O)(=O)CC1Sc1nc2ccccc2[nH]1 (stereo not given)
(33) O=C(N/N=C/c1cccc(O)c1)c1csc2ccccc12
(34) COc1ccc(C(=O)OCC(=O)NCC2CCCO2)cc1[N+](=O)[O-] (stereo not given)
(35) O=C(NN=C1CCCCCC1)c1ccc(Br)o1

entry no.	31	32	33	34	35
TR SRC2 fluor cs	?	-3%	0%	-2%	-1%
RGS12 GoLoco inh	·	-2%	8%	2%	-3%
JMJD2E inh	·	-7%	4%	-5%	143%[activator]
L3MBTL1 inh	·	18%	-4%	-1%	3%
Tau fibril ThT	5%	5%	-4%	3%	?
TRb-SRC2 inh	5%	8%	1%	-8%	0%
RECQ1 helicase	·	i	4%	3%	2%
Tau FP inhib	-10%	-9%	-7%	-2%	-8%

(36) COc1ccc(NC(=O)COC(=O)c2c(F)cccc2Cl)cc1OC
(37) COc1ccc(NC(=O)CSc2nnc(CNc3ccc(F)cc3)o2)c(OC)c1
(38) Cc1ccc(Cc2cnc(NC(=O)c3ccc4c(c3)CC(c3ccccc3)OC4=O)s2)cc1 (stereo not given)
(39) Cc1c(C(=O)NCCCN2CCOCC2)sc2nc(-c3ccc(F)cc3)cn12
(40) COc1cc(C2C(C(C)=O)=C(C)Nc3ncnn32)ccc1O (stereo not given)

entry no.	36	37	38	39	40
TR SRC2 fluor cs	-2%	-2%	10%	-4%	-2%
RGS12 GoLoco inh	2%	8%	·	9%	1%
JMJD2E inh	-2%	0%	·	3%	4%
L3MBTL1 inh	·	·	·	2%	4%
Tau fibril ThT	?	?	-8%	-1%	2%
TRb-SRC2 inh	5%	-13%	5%	-2%	-2%
RECQ1 helicase	-5%	-8%	·	15%	-3%
Tau FP inhib	4%	7%	-10%	8%	8%

# Single records, from the list above. Order of values: TR SRC2 fluor cs, RGS12 GoLoco inh, JMJD2E inh, L3MBTL1 inh, Tau fibril ThT, TRb-SRC2 inh, RECQ1 helicase, Tau FP inhib
# `COc1ccc(NC(=O)CSc2nnc(CNc3ccc(F)cc3)o2)c(OC)c1` is listed as -2%, 8%, 0%, ·, ?, -13%, -8%, 7%
# `COc1cc(C2C(C(C)=O)=C(C)Nc3ncnn32)ccc1O` (stereo not given) is listed as -2%, 1%, 4%, 4%, 2%, -2%, -3%, 8%
# `COc1ccc(NC(=O)COC(=O)c2c(F)cccc2Cl)cc1OC` is listed as -2%, 2%, -2%, ·, ?, 5%, -5%, 4%

# More compounds
(41) CN(C)/C(=N\S(=O)(=O)c1ccccc1)c1ccc([N+](=O)[O-])cc1
(42) O=C(NC(Cc1c[nH]c2ccccc12)C(=O)Nc1ccc(F)c([N+](=O)[O-])c1)c1cccs1 (stereo not given)
(43) COc1ccc(NC(=O)c2ccc3c(SCC(=O)O)c4c(nc3c2)CCC4)c(OC)c1
(44) CC1=Nn2c(nnc2-c2cc(-c3ccccc3)n[nH]2)SC1
(45) Cn1c(Cn2c(=O)sc3ccccc32)nnc1SCC(=O)NCc1ccco1
(46) Cc1ccc(NC(=O)Cn2c(=O)n(Cc3ccc4c(c3)OCO4)c(=O)c3ccccc32)cc1
(47) O=[N+]([O-])c1ccc(Sc2ccccn2)nc1

entry no.	41	42	43	44	45	46	47
TR SRC2 fluor cs	-3%	1%	-7%	-4%	-1%	-11%	-2%
RGS12 GoLoco inh	-1%	5%	·	2%	4%	·	5%
JMJD2E inh	-3%	-3%	·	-14%	-4%	·	?
L3MBTL1 inh	5%	-10%	·	-4%	7%	·	-5%
Tau fibril ThT	9%	?	?	0%	-5%	11%	-15%
TRb-SRC2 inh	-3%	-3%	-5%	-26%	0%	11%	-6%
RECQ1 helicase	-1%	-7%	·	i	-4%	·	i
Tau FP inhib	5%	15%	4%	5%	-7%	-15%	-2%
